Screening data as filed in PubChem.
ABCB1 inh: inhibitors of human ABCB1 transporter, ABCG2 counter-screen; inhibition, % at 6.6 µM; CCRF-Adr cells, JC-1 efflux, flow cytometry; P08183; actives 0.067% (n = 190,000); in the data active = inhibition above about 40%;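 also: 0% = vehicle and 100% = reference inhibitor; higher value means more JC-1 retained so stronger ABCB1 efflux block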
Avidin fluor: avidin bead compound fluorescence profile; AID 1775; actives 0.38% (n = 220,000); Avidin beads, compound fluorescence 488/530 nm, flow cytometry; stronger effect = higher value; fluorescence (KMESF) at 10 µM; in the data active = fluorescence above about 47; also: inactives centre near 10
RGS7-Gao: human RGS7-Galphao interaction regulation | P09471 | Multiplexed bead flow cytometry, RGS7-Galphao binding; actives lie on both sides | binding response (% of control), % at 10 µM | actives 0.35% (n = 220,000); in the data active = binding response below about 49% or above about 150%;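 also: fluorescent Galphao held in activated GDP-AlF4 state binding bead-coupled RGS7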
Target sequence (P09471 whole entry, looked up): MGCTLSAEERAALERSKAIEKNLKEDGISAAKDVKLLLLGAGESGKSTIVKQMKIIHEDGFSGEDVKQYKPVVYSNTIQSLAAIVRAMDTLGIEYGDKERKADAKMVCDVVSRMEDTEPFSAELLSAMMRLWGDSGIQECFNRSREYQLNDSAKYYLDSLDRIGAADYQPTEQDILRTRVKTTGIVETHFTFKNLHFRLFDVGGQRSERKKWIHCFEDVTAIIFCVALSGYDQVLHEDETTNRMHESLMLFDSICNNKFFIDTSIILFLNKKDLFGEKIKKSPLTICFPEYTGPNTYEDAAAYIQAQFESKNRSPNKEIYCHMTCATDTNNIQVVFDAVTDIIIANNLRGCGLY
Bcl-W Bim block: disrupts Bim peptide binding to human Bcl-W. Q92843. bead-based flow cytometry. inhibition, % at 10 µM. actives 0.02% (n = 190,000);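 also: 0% = bound tracer without compound and 100% = peptide blocker; higher means less fluorescent Bim peptide bound to Bcl-W beads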
Target sequence (Q92843 whole entry, looked up): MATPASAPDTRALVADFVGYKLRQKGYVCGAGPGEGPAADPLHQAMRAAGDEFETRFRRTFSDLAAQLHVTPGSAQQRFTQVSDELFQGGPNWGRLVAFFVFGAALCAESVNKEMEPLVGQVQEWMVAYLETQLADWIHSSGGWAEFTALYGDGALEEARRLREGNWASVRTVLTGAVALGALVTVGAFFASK
RGS4-Gao reg: modulates binding of RGS4 to human Galphao | Multiplexed bead flow cytometry; actives lie on both sides | binding response (% of control), % at 10 µM | actives 0.33% (n = 220,000) | AID 1415; in the data active = binding response below about 49% or above about 150%; inactive = in between;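 also: fluorescent Galphao activated with aluminum fluoride binding bead-coupled RGS4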
Bim-Bcl-2: human Bim-Bcl-2 interaction inhibition | AID 950 | P10415 | inhibition, % at 10 µM | actives 0.06% (n = 190,000) | Bead-based flow cytometry, Bim peptide-Bcl-2 binding; in the data active = inhibition above about 40%;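 also: 0% = no compound wells with probe peptide and 100% = reference peptide inhibitor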
Target sequence (P10415 whole entry, looked up): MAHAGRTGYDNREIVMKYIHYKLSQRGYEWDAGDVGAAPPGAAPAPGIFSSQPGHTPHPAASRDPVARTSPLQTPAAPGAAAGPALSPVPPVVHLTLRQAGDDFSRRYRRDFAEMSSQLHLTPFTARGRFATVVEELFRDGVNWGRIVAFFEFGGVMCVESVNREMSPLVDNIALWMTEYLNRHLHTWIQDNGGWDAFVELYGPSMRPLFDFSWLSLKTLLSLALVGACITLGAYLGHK
GSH bead fluor: GSH bead compound fluorescence profile | actives 0.25% (n = 190,000) | fluorescence (KMESF) at 10 µM | GSH beads flow cytometry, compound fluorescence 488/530 nm; stronger effect = higher value; in the data active = fluorescence above about 89;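 also: glutathione beads carrying GST-tagged Bcl family fusion proteins plus one bare bead set; values are compound well signal with DMSO vehicle wells as background; inactives centre near 16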
Bim-Bfl-1: human Bim-Bfl-1 interaction inhibition; actives 0.12% (n = 190,000); inhibition, % at 10 µM; Q16548; Bead-based flow cytometry, Bim-Bfl-1 binding inhibition;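 also: 0% = wells without compound plus tracer and 100% = blocker peptide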
ABCG2 block: blocks JC-1 efflux by human ABCG2 transporter | Q9UNQ0 | IgMXP3 cells, flow cytometry | inhibition, % at 6.6 µM | actives 0.1% (n = 190,000);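 active = inhibition above 80%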;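 also: 0% = DMSO and 100% = nicardipine control wells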
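System: two drug-resistant human cell lines, ABCG2 and ABCB1; controls: nicardipine high and DMSO low controls; times: 10 min exposure at 25 °C with rotation, no wash; detection: flow cytometry of retained JC-1 fluorescence; read-out basis: percent efflux inhibition, scaled nicardipine 100% to DMSO 0%; doses: one concentration, 6.6 µM final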
Bim-Bcl-XL: human Bim-Bcl-XL interaction inhibition. Q07817. Bim peptide-Bcl-XL binding, bead flow cytometry, fluorescence. inhibition, % at 10 µM. actives 0.04% (n = 190,000). AID 1007
Bcl-B Bim block: disrupts Bim peptide binding to human Bcl-B; Q9HD36; bead-based flow cytometry; inhibition, % at 10 µM; actives 0.073% (n = 190,000); AID 951;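 also: 0% = tracer peptide without compound and 100% = reference inhibitor peptide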
* hit, by the source's call; · = no result given. Rule as the data show it, unless noted: active = inhibition above about 40%.

[1] O=C(c1ccccc1)c1cc(-c2ccccn2)c(N2CCOCC2)s1
[2] O=C(/C=N/O)NCCCn1ccnc1
[3] Cc1nc2ccc(S(=O)(=O)NCC(=O)N(C)Cc3ccco3)cc2s1
[4] Cc1ccc(C)n1NC(=O)c1ccccc1
[5] COc1cc(/C=C/C(=O)O)ccc1OS(=O)(=O)c1ccc(C)cc1
[6] CN1C(C(=O)Nc2ccccn2)=C(O)c2sccc2S1(=O)=O
[7] Cc1occc1C(=O)OCC(=O)Nc1ccc(F)cc1
[8] Cc1ccc(-c2ccc(/C=N/N3C(=O)C4C5C=CC(C6CC56)C4C3=O)o2)c([N+](=O)[O-])c1 (stereo not given)

| compound no. | 1 | 2 | 3 | 4 | 5 | 6 | 7 | 8 |
| --- | --- | --- | --- | --- | --- | --- | --- | --- |
| Bim-Bcl-2 | -10 | -8 | -7 | -2 | -3 | -2 | 3 | -1 |
| RGS4-Gao reg | 99 | 96 | 99 | 99 | 103 | 100 | 99 | 96 |
| Bcl-B Bim block | -3 | -9 | -14 | -1 | -1 | -4 | 0 | 2 |
| ABCG2 block | 36 | 0 | 1 | 0 | 3 | 0 | 1 | 1 |
| Avidin fluor | 27 | 18 | 6 | 28 | 11 | 11 | 9 | 6 |
| GSH bead fluor | 20 | 22 | 35 | 14 | 23 | 22 | 5 | 19 |
| Bim-Bcl-XL | -3 | -4 | -10 | -1 | -3 | -1 | -4 | 0 |
| RGS7-Gao | 100 | 100 | 100 | 96 | 102 | 100 | 97 | 97 |
| Bcl-W Bim block | 0 | -1 | -2 | -3 | -3 | -4 | -2 | 0 |
| Bim-Bfl-1 | -14 | -12 | -4 | 0 | -4 | -1 | 0 | 4 |
| ABCB1 inh | 6.3 | 0.7 | 0.2 | 0.0 | 0.3 | -0.2 | 0.4 | 0.6 |

[9] Cc1ccc(-n2ncc3c(=O)n(CC(=O)NCc4ccco4)cnc32)cc1
[10] CCOC(NC(=O)c1ccccc1)C(NC(=O)c1ccccc1)OCC (stereo not given)
[11] N#CC(C(=O)Nc1ccccc1)=C1Nc2ccccc2N1
[12] O=C(Cc1ccc([N+](=O)[O-])cc1)N/N=C/c1ccco1
[13] O=C(Cn1cnc2ccccc2c1=O)OCCCCN1C(=O)c2ccccc2C1=O
[14] O=C(CSc1cccs1)NCCc1ccccc1
[15] COc1ccc(OCC(=O)Nc2nc3ccccc3[nH]2)cc1
[16] COc1cc(-c2cc(C(=O)NN3CCN(C)CC3)c3ccccc3n2)cc(OC)c1OC

| compound no. | 9 | 10 | 11 | 12 | 13 | 14 | 15 | 16 |
| --- | --- | --- | --- | --- | --- | --- | --- | --- |
| Bim-Bcl-2 | -9 | -5 | -7 | -4 | 0 | -1 | -14 | 21 |
| RGS4-Gao reg | 104 | 108 | 102 | 92 | 103 | 99 | 107 | 111 |
| Bcl-B Bim block | -6 | -10 | -10 | -7 | -3 | -8 | -8 | 13 |
| ABCG2 block | 7 | 2 | 6 | 1 | 2 | -1 | 1 | -2 |
| Avidin fluor | 32 | 8 | 36 | 6 | 21 | 5 | 10 | 14 |
| GSH bead fluor | 22 | 44 | 25 | 13 | 7 | 13 | 12 | 5 |
| Bim-Bcl-XL | -3 | -3 | -6 | -1 | -4 | -8 | -5 | 29 |
| RGS7-Gao | 97 | 104 | 100 | 103 | 108 | 99 | 112 | 109 |
| Bcl-W Bim block | 1 | -3 | 0 | -3 | 0 | -6 | -2 | 22 |
| Bim-Bfl-1 | -20 | -9 | -15 | -1 | -2 | -1 | -17 | 25 |
| ABCB1 inh | 0.5 | 0.3 | 0.6 | 0.3 | 0.9 | · | 0.2 | 1.4 |

Some of these compounds in order of length of the SMILES, ascending.
[11] N#CC(C(=O)Nc1ccccc1)=C1Nc2ccccc2N1
[12] O=C(Cc1ccc([N+](=O)[O-])cc1)N/N=C/c1ccco1
[16] COc1cc(-c2cc(C(=O)NN3CCN(C)CC3)c3ccccc3n2)cc(OC)c1OC

| compound no. | 11 | 12 | 16 |
| --- | --- | --- | --- |
| Bim-Bcl-2 | -7 | -4 | 21 |
| RGS4-Gao reg | 102 | 92 | 111 |
| Bcl-B Bim block | -10 | -7 | 13 |
| ABCG2 block | 6 | 1 | -2 |
| Avidin fluor | 36 | 6 | 14 |
| GSH bead fluor | 25 | 13 | 5 |
| Bim-Bcl-XL | -6 | -1 | 29 |
| RGS7-Gao | 100 | 103 | 109 |
| Bcl-W Bim block | 0 | -3 | 22 |
| Bim-Bfl-1 | -15 | -1 | 25 |
| ABCB1 inh | 0.6 | 0.3 | 1.4 |

Next part:
[17] O=C(CCC1CCCCC1)Nc1ccc(C(=O)c2ccncc2)cc1
[18] O=C(Nc1ccc2c(c1)OCO2)C1CCCN1C(=O)NCc1ccccc1 (stereo not given)
[19] CCOC(=O)CSc1nnc([C@H](Cc2ccccc2)NC(=O)OC(C)(C)C)o1
[20] Cc1ccccc1C1NS(=O)(=O)N=C1N (stereo not given)
[21] OCCNCCCCSc1ccc(Cl)cc1
[22] O=C(NCCc1ccccc1)C1CCN(C2CCN(C(=O)CC3=CCCCC3)CC2)CC1
[23] CCc1cc(=S)n2c([nH]c3ccccc32)c1C#N
[24] Cc1c(C2(c3c(C)n(C)n(-c4ccccc4)c3=O)C(=O)Nc3ccc(F)cc32)c(=O)n(-c2ccccc2)n1C

| compound no. | 17 | 18 | 19 | 20 | 21 | 22 | 23 | 24 |
| --- | --- | --- | --- | --- | --- | --- | --- | --- |
| Bim-Bcl-2 | -3 | 0 | 0 | 1 | -3 | -3 | 3 | 0 |
| RGS4-Gao reg | 99 | 93 | 94 | 88 | 99 | 116 | 107 | 101 |
| Bcl-B Bim block | -1 | 0 | 0 | -4 | -4 | -8 | -24 | 0 |
| ABCG2 block | 17 | 1 | 0 | 2 | 3 | 3 | -3 | 1 |
| Avidin fluor | 8 | 13 | 15 | 12 | 11 | 8 | 10 | 10 |
| GSH bead fluor | 17 | 9 | 11 | 26 | 26 | 17 | 13 | 7 |
| Bim-Bcl-XL | -3 | 1 | 1 | -5 | -1 | 0 | 6 | -2 |
| RGS7-Gao | 103 | 97 | 98 | 90 | 102 | 127 | 107 | 101 |
| Bcl-W Bim block | 0 | 3 | 1 | -2 | -2 | -8 | 9 | 1 |
| Bim-Bfl-1 | -6 | 0 | 2 | 0 | -8 | -7 | 10 | -5 |
| ABCB1 inh | 1.7 | 0.1 | 0.0 | 0.5 | 0.7 | -0.2 | -1.1 | 0.2 |

Of the compounds above, these contain sulfur:
[1] O=C(c1ccccc1)c1cc(-c2ccccn2)c(N2CCOCC2)s1
[3] Cc1nc2ccc(S(=O)(=O)NCC(=O)N(C)Cc3ccco3)cc2s1
[5] COc1cc(/C=C/C(=O)O)ccc1OS(=O)(=O)c1ccc(C)cc1
[6] CN1C(C(=O)Nc2ccccn2)=C(O)c2sccc2S1(=O)=O
[14] O=C(CSc1cccs1)NCCc1ccccc1
[19] CCOC(=O)CSc1nnc([C@H](Cc2ccccc2)NC(=O)OC(C)(C)C)o1
[20] Cc1ccccc1C1NS(=O)(=O)N=C1N (stereo not given)
[21] OCCNCCCCSc1ccc(Cl)cc1
[23] CCc1cc(=S)n2c([nH]c3ccccc32)c1C#N

| compound no. | 1 | 3 | 5 | 6 | 14 | 19 | 20 | 21 | 23 |
| --- | --- | --- | --- | --- | --- | --- | --- | --- | --- |
| Bim-Bcl-2 | -10 | -7 | -3 | -2 | -1 | 0 | 1 | -3 | 3 |
| RGS4-Gao reg | 99 | 99 | 103 | 100 | 99 | 94 | 88 | 99 | 107 |
| Bcl-B Bim block | -3 | -14 | -1 | -4 | -8 | 0 | -4 | -4 | -24 |
| ABCG2 block | 36 | 1 | 3 | 0 | -1 | 0 | 2 | 3 | -3 |
| Avidin fluor | 27 | 6 | 11 | 11 | 5 | 15 | 12 | 11 | 10 |
| GSH bead fluor | 20 | 35 | 23 | 22 | 13 | 11 | 26 | 26 | 13 |
| Bim-Bcl-XL | -3 | -10 | -3 | -1 | -8 | 1 | -5 | -1 | 6 |
| RGS7-Gao | 100 | 100 | 102 | 100 | 99 | 98 | 90 | 102 | 107 |
| Bcl-W Bim block | 0 | -2 | -3 | -4 | -6 | 1 | -2 | -2 | 9 |
| Bim-Bfl-1 | -14 | -4 | -4 | -1 | -1 | 2 | 0 | -8 | 10 |
| ABCB1 inh | 6.3 | 0.2 | 0.3 | -0.2 | · | 0.0 | 0.5 | 0.7 | -1.1 |
